Bioassay records deposited in PubChem BioAssay by National Center for Advancing Translational Sciences (NCATS).
TSHR antagonist: Antagonists of the Thyroid Stimulating Hormone Receptor: HTS campaign; activity change, negative = inhibition, % at 11.5 µM; TSHR-expressing cells, TSH-stimulated cAMP HTRF, 2 h; active compounds read low; 330,000 tested, 0.2% active;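 active = activity change below a set negative limit, meaning inhibition stronger than a set level, cut at about -70% in these data; inconclusive = activity change between two set negative limits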; also: % is scaled to controls: 0 for no effect and ±100 for the full control effect
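Cell-based HTRF cAMP assay; TSHR cells + compound, TSH EC80 (4nM final), 2 h, 37 deg C. Lysis with anti-cAMP cryptate and cAMP-d2, 30 min RT, read 665/620 nm.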
BCR signal inh: qHTS Assay to Find Inhibitors of Chronic Active B-Cell Receptor Signaling. ABC-DLBCL IkBa-CBG/CBR reporter, luminescence ratio, 4 h. Potency, µM (titrated, usually from 46.1 µM), without a hit: at the highest dose ratio change, negative = lower green/red ratio, actives largely listed as inhibitors. 340,000 tested, 0.05% active. AID 493014, 2011; active = well fitted inhibition curve with a large enough effect in the signal ratio, with a control signal flat, not every such curve was filed as active; inconclusive = small, poorly fitted or top-dose-only effect, or effect the other way, or a change in a side signal; the % refers to the signal ratio;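 also: potency is read from the fitted curve at half-maximal effect; plate controls were basal doxycycline-induced cells for no effect and cells given 10 µM MG132 for full effect; MG132 reads +100%, hits lower the ratio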
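Compounds up to 46 uM were incubated four hours with TMD8 cells whose green CBG68 luciferase is fused to IkappaBalpha; red CBR luminescence normalised the signal, and concentration-effect curves were fitted to fusion, red and ratio data.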
hERG WT inh: qHTS for Inhibitors of KCHN2 3.1: Wildtype qHTS. Voltage-gated inwardly rectifying potassium channel KCNH2 (Homo sapiens), Q12809. U2OS, BacMam KCNH2, thallium flux FluxOr; active compounds read low. activity change, % at 1.84 µM. 340,000 tested, 0.37% active;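 active = maximum activity change below -70%; inconclusive = maximum activity change between -70% and -50%; inactive = maximum activity change above -50%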; also: % is scaled to controls: 0 for no effect and ±100 for the full control effect
Target sequence (Q12809 whole entry, looked up): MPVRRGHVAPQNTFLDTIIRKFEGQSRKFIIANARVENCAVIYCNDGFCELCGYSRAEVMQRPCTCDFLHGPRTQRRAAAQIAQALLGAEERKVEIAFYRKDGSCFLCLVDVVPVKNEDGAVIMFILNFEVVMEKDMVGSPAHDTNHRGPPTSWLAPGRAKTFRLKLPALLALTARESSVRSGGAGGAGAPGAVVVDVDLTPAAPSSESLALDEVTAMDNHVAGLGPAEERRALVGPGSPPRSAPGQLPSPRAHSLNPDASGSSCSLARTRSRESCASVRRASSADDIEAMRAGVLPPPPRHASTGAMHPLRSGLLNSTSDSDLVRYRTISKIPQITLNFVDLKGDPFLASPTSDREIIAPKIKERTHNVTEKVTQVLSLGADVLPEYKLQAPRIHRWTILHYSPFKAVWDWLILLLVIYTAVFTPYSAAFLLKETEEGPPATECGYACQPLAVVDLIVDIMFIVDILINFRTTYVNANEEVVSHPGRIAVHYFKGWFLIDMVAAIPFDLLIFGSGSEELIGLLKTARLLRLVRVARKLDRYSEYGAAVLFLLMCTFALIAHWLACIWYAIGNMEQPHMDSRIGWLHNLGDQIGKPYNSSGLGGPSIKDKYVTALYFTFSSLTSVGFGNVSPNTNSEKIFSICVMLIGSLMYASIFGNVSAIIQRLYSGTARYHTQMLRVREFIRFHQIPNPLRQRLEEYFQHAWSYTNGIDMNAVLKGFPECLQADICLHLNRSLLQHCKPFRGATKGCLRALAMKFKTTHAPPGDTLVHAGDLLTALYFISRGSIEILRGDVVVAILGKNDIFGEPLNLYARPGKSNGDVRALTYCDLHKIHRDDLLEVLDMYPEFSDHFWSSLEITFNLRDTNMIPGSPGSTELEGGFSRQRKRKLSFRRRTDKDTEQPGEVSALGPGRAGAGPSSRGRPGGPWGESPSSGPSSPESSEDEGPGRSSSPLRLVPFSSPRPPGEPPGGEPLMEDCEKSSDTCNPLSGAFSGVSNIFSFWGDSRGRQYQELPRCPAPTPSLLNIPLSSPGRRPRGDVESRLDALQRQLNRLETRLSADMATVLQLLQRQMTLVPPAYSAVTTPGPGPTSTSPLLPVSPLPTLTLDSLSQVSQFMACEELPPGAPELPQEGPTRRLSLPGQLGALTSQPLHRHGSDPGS
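U2OS cells were transduced with wild-type KCNH2 virus (2.03 x 10^8 / mL) for 4 h at room temperature, then cultured overnight at 37 C. Thallium flux was read with FluxOr dye. Rate constants were normalized to DMSO controls.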
MBNL1-CUG inh: qHTS Assay for Inhibitors of MBNL1-poly(CUG) RNA binding. TR-FRET MBNL1-His/biotin-(CUG)12 binding, 665/545 ratio. Potency, µM (highest dose often 57.5 µM), for the others: top-dose activity change, negative = inhibition, actives largely listed as inhibitors. AID 2675, 2010. 280,000 tested, 0.036% active; active = well fitted inhibition curve with a large enough effect in the signal ratio, with a control signal flat, not every such curve was filed as active; inconclusive = small, poorly fitted or top-dose-only effect, or effect the other way, or a change in a side signal; inactive = no such curve, though single readings can be large or run the other way; the % refers to the signal ratio; also: potency is read from the fitted curve at half-maximal effect; % is scaled to controls: 0 for no effect and ±100 for the full control effect
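TR-FRET readout: Ex 340 nm, 665/545 nm emission ratio, normalized to buffer-only (basal) and MBNL1-(CUG)12 controls. Complex of MBNL1-His with Biotin-(CUG)12, compounds 92 nM–58 uM, incubated 60 min at room temperature.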
Menin-MLL TR inh: qHTS Assay for Inhibitors Targeting the Menin-MLL Interaction in MLL Related Leukemias: Competition With Texas Red Labeled MLL-derived Mutant Peptide | O00255 | 270,000 tested, 0.23% active | Potency, µM (top dose mostly 61.6 µM), without a hit: top-dose FP activity change, negative = inhibition, usual class: inhibitors | Menin + Texas Red MLL mutant peptide, fluorescence polarization | AID 1768, 2009; active = well fitted inhibition curve with a large enough effect in the polarisation, with a control signal flat, not every such curve was filed as active; inconclusive = small, poorly fitted or top-dose-only effect, or effect the other way, or a change in a side signal; inactive = no such curve, though single readings can be large or run the other way; the % refers to the polarisation; also: potency is read from the fitted curve at half-maximal effect; % of control where 0% means no effect; many of its hits are not listed in these tables
Eya2 phos inh: qHTS Assay for Inhibitors of the Phosphatase Activity of Eya2. AID 488837, 2010. recombinant Eya2, OMFP fluorescence dephosphorylation (OMFP is methylfluorescein phosphate). 330,000 tested, 0.006% active. Potency, µM (titrated, usually from 76.9 µM), inactives show at the top dose activity, negative = inhibition, usual class: inhibitors; also: potency is read from the fitted curve at half-maximal effect; % is scaled to controls: 0 for no effect and ±100 for the full control effect
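Eya2 protein (added as 0.2 uM solution) was preincubated with compound for 10 min at ambient temperature in 50 mM HEPES pH 7.5, 50 mM NaCl, 5 uM MgCl2, 0.05% BSA, 1 mM DTT. OMFP (added at 50 uM) then reacted 10 min; fluorescence read at 485/525 nm.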
Mito fusion yeast: qHTS Assay for Small Molecule Inhibitors of Mitochondrial Division or Activators of Mitochondrial Fusion; 320,000 tested, 0.23% active; S. cerevisiae fusion-defective mutant growth rescue, CellTiterGlo 48 h; Potency, µM (series often up to 46.1 µM), inactives show at the highest dose growth rescue (activation), usual class: activators;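 also: potency is read from the fitted curve at half-maximal effect; % of control where 0% means no effect; nearly all actives have a fitted effect of over 45% in size; temperature-sensitive fusion mutants such as fzo1-1 at 37 °C on non-fermentable ethanol glycerol medium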
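Luminescent cell viability in 1536-well qHTS format served as the measure of rescued growth in ts fusion-mutant S. cerevisiae cultured on non-fermentable YPEG for 48 hours at 37C.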
GALK inhibitor: qHTS Assay for Inhibitors of Human Galactokinase (GALK); AID 1868, 2009; Purified GALK, Kinase-Glo residual ATP luminescence; 270,000 tested, 0.007% active; P51570; Potency, µM (titrated, usually from 57.5 µM), for the others: at the top dose activity change, negative = inhibition, actives largely listed as inhibitors; also: potency is read from the fitted curve at half-maximal effect; % is scaled to controls: 0 for no effect and ±100 for the full control effect
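Quantitative HTS: GALK 5 nM, ATP 35 uM, galactose 100 uM, 1 h room temperature, then luciferase-based ATP detection.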
PKM2 activator: qHTS Assay for Activators of Human Muscle isoform 2 Pyruvate Kinase; purified PKM2, Kinase-Glo ATP luminescence, activation; response scale: 0% is enzyme alone, no compound; 260,000 tested, 0.34% active; AID 1631, 2009; Potency, µM (top dose mostly 57.5 µM), for inactives: top-dose activation, actives largely listed as activators; Pyruvate kinase PKM (Homo sapiens), P14618; also: potency is read from the fitted curve at half-maximal effect; % is scaled to controls: 0 for no effect and ±100 for the full control effect; nearly all actives have a fitted effect of over 55% in size
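hPK-M2, >95% pure; 0.1 mM ADP / 0.5 mM PEP final; imidazole pH7.2 buffer w/ 7 mM MgCl2, 50 mM KCl; 1 h RT; Kinase-Glo lum. Intermediate enzyme activity for dual inhibitor/activator qHTS.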
USP2a block: qHTS Assay for Inhibitors of Ubiquitin-specific Protease USP2a Using CHOP2 as the Reporter; Ubiquitin carboxyl-terminal hydrolase 2 (Homo sapiens), O75604; USP2 core, Ub-CHOP2 coupled fluorogenic reporter, 485/531; 330,000 tested, 0.01% active; Potency, µM (series often up to 38.3 µM), without a hit: at the highest dose activity change, negative = inhibition, actives largely listed as inhibitors; AID 463254, 2010;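 also: potency is read from the fitted curve at half-maximal effect; plate controls were DMSO wells for no effect and full inhibition by NEM control for full effect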
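Deubiquitinase activity read as fluorescence (485/531 nm) after Ub-CHOP2 cleavage activates the enterokinase reporter on its substrate; USP2 core 10nM, Ub-CHOP2 and substrate 25nM each, 30min compound preincubation then 60min RT; data normalized to NEM, curves fitted.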
ASM inhibitor: Inhibitors of Secretory Acid Sphingomyelinase (S-ASM): qHTS; placental ASM, HMU-PC fluorogenic substrate, 60 min; Potency, µM (doses to about 57.5 µM), without a hit: top-dose activity change, negative = inhibition, actives largely listed as inhibitors; 340,000 tested, 0.006% active; AID 504937, 2011; also: potency is read from the fitted curve at half-maximal effect
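qHTS format. ASM enzyme prepared from human placenta hydrolyses the fluorogenic substrate HMU-PC0 (9 uM final) over 60 min at 37 °C after a 10 min compound preincubation.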
* marks the source's active call; other numbers are inactive results; i = inactive; ? = inconclusive; · = no result given; [ ] = another dose, or the depositor's remark. Unless noted, calls follow the shape of the dose curve; as a rule, active = well fitted curve in the direction sought with a large enough effect; inconclusive = small, poorly fitted or top-dose-only effect, or another doubt; inactive = no such curve, though single readings can be large; an effect the other way counts as inactive or inconclusive. Some of the compounds tested. The share of hits here may be higher or lower than overall.

SMILES	TSHR antagonist	BCR signal inh	hERG WT inh	MBNL1-CUG inh	Menin-MLL TR inh	Eya2 phos inh	Mito fusion yeast	GALK inhibitor	PKM2 activator	USP2a block	ASM inhibitor
CC(C)Sc1nc2ccccc2n1CC(=O)NCc1ccc2c(c1)OCO2	-4.3	-1.5%	4.1	-12.0%	-2.2%	11.7%	1.6%	-0.3%	1.8%	-0.1%	-2.4%
CC(=O)N1CCC(=NNC(=O)CSc2cc(C)c(Br)cc2C)CC1	61.6	0.0%	-0.6	-6.3%	-0.1%	-1.7%	-10.3%	-6.0%	-10.4%	0.1%	-2.1%
Cc1nn(-c2ccc(Cl)cc2)c(N)c1C(O)(CSc1nccn1C)C(F)(F)F (stereo not drawn)	7.5	-0.8%	3.5	-6.6%	?	-9.4%	3.0%	-1.5%	1.6%	-2.2%	-0.7%
Cc1cc(F)ccc1S(=O)(=O)N1CCCOC1CNC(=O)C(=O)NC1CC1 (stereo not drawn)	49.8	0.7%	6.0	-6.3%	·	5.8%	6.5%	-3.6%	-1.6%	0.1%	-0.2%
CCCCn1c(N)c(N(CC)C(=O)Cc2ccc(S(=O)(=O)N3CCOCC3)s2)c(=O)[nH]c1=O	1.0	12.7%	-3.2	·	·	18.8%	2.1%	·	·	-0.6%	5.4%
Cc1ccc(S(=O)(=O)N(C)c2ccc(C(=O)Nc3ccccn3)cc2)cc1	1.0	?	-23.9	·	·	0.5%	7.1%	·	·	0.9%	-0.9%
CCOC(=O)Cn1nc(C)n(-c2ccc(C)cc2)c1=O	21.4	-7.7%	25.2	-2.4%	-9.2%	-0.3%	-1.5%	0.7%	-7.1%	0.9%	0.6%
Cc1cccc2cc(CN(CCN3CCCC3)C(=O)NC3CCCCC3)c(=O)[nH]c12	-7.6	-7.6%	17.1	-5.4%	-9.5%	5.7%	0.0%	16.4%	0.2%	-1.2%	1.8%
O=C(N/N=C/c1ccccc1C(=O)O)c1ccc(COc2cccc3cccnc23)cc1	22.7	-0.6%	-0.4	10.0%	6.3%	11.0%	1.0%	-0.3%	-1.8%	0.8%	3.0%
O=c1c2ccccc2nc(SCc2cccc(F)c2)n1Cc1ccco1	-5.7	21.0%	3.4	2.4%	-11.7%	-4.6%	18.5%	-0.6%	-1.6%	3.8%	-16.1%
CC(=O)c1cccc(N2C(=NC(=O)C3CC3)SC3CS(=O)(=O)CC32)c1 (stereo not drawn)	2.7	-5.2%	-30.0	-8.3%	-3.0%	-13.2%	-0.3%	2.2%	·	3.3%	-1.5%
COc1ccc(C(=O)NC2CCN(CC(=O)Nc3c(C)cccc3C)CC2)cc1OC	-10.6	2.4%	-3.1	2.5%	5.0%	4.8%	0.0%	-0.4%	-0.2%	-0.3%	1.8%
COc1ccc2cc(CCNC(=O)c3ccco3)c(=O)[nH]c2c1	-36.3	?	-6.1	-1.7%	-17.0%	6.3%	-4.6%	-7.4%	-2.1%	2.2%	-2.1%
O=C(O)c1c[nH]c2cc(C(F)(F)F)ccc2c1=O	13.8	7.5%	4.7	-13.4%	?	6.1%	1.7%	-1.1%	5.1%	-0.5%	-0.7%
O=S(=O)(/N=C(/Nc1cc(N2CCOCC2)ncn1)c1ccccc1)c1ccccc1	-2.9	-11.0%	-1.1	1.3%	8.2%	-18.1%	-0.5%	-1.2%	3.6%	2.7%	1.9%
CCOC(=O)C1=C(C)Nc2ccccc2N=C1NC(=O)/C=C/c1ccc(OC)cc1OC	-17.5	-27.5%	-1.3	8.8%	3.4%	12.4%	2.9%	0.2%	0.2%	6.4%	4.8%
COc1ccccc1N1CCN(C(=O)CCC(=O)Nc2nnc(CC(C)C)s2)CC1	-45.0	1.1%	-8.9	-0.4%	-17.1%	-17.0%	0.8%	-0.2%	0.0%[0.46 µM]	-0.1%	2.1%
CC(C)C[C@H](N)c1nnc(SCC(=O)Nc2ccc(Br)cc2)o1	9.9	?	-7.9	-0.6%	·	1.2%	-7.0%	4.8%	·	-4.5%	2.5%
Cc1nc2ccc(NC(=O)COc3ccccc3C)cc2s1	-8.8	-10.2%	1.6	-0.5%	-5.7%	6.2%	20.7%	5.2%	16.1%	-5.8%	0.6%
CCN(CCC(=O)Nc1cc([N+](=O)[O-])ccc1OC)Cc1ccccc1	21.5	2.9%	9.7	7.6%[11.5 µM]	-7.8%	-0.8%	0.4%	·	-6.1%	0.3%	-0.3%
O=C(CCc1ccccc1)N1CCCC1	-2.1	-1.4%	5.2	-6.3%	18.4%	2.1%	3.1%	0.0%	1.8%	2.9%	0.2%
COC(=O)C1=CN(Cc2ccc(C)cc2)C=C(C(=O)OC)C1c1cc(OC)c(OC)c(OC)c1	12.5	-1.9%	-25.6	19.5%	?	-8.1%	-0.2%	0.0%	2.6%	-2.0%	i
Cc1ccccc1-c1ncc(CN2CCN(C3CCCCC3)C(CCO)C2)cn1 (stereo not drawn)	16.6	?	3.3	-9.9%	-0.1%	13.3%	28.7%	5.1%	-18.0%	-0.1%	-2.0%
COc1ccc(CCN/C=C2/CC(=O)NC2=O)cc1OC	9.2	?	-2.7	10.0%	?	-0.5%	0.2%	-4.4%	-3.3%	-1.6%	6.3%
Cc1cc2ncn(C(=O)c3c(-c4c(Cl)cccc4Cl)noc3C)c2cc1C	17.7	?	-1.6	-4.7%	-0.4%	1.9%	-2.0%	2.9%	-3.5%	-1.2%	-1.3%
O=C(CSc1nc(C2CC2)nc2ccccc12)N1c2ccccc2Sc2ccccc21	1.1	-12.0%	-7.3	-4.0%	-10.4%	6.4%	20.1%	-0.7%	0.5%	2.0%	-17.3%
CCOC(=O)c1[nH]c2cc(OC)c(OC)cc2c1NC(=O)C(C)N1CCN(Cc2ccccc2)CC1 (stereo not drawn)	-5.1	?	26.4	-1.4%	7.0%	-5.3%	-0.1%	1.8%	-0.1%	-4.8%	1.8%
O=C(O)c1cn(-c2ccc(F)cc2)c(=O)c2ccccc12	9.2	3.2%	i	-1.1%	0.9%	10.8%	-1.1%	-3.6%	3.8%	16.3%	6.0%
CCC(C)Nc1nc2c(c(=O)n(C)c(=O)n2C)n1Cc1cccc(C)c1 (stereo not drawn)	-2.5	5.0%	2.5	-4.0%	-27.4%	-12.7%	13.9%	-1.6%	6.5%	-2.1%	-2.2%
COc1ccc(NC(=O)CS(=O)CC(=O)Nc2ccc(NC(C)=O)cc2)cc1 (stereo not drawn)	-5.7	5.6%	-28.7	1.0%	17.6%	3.3%	-2.3%	-0.2%	1.8%	1.1%	2.4%
Cc1cc(NC(=O)c2cccc(Oc3ccccc3)c2)n[nH]1	2.7	?	-2.9	2.5%	8.0%	7.5%	2.7%	0.7%	-1.5%	-2.6%	0.2%
COc1ccccc1C(=O)Nc1nc2ccc(S(C)(=O)=O)cc2s1	-3.3	?	-12.1	?	?	-0.2%	1.6%	0.3%	-21.2%	1.6%	-1.7%
O=C(NCC1CCCCC1)C1CCC(=O)N(CCc2cccc(F)c2)C1 (stereo not drawn)	-5.1	0.0%	-14.5	-5.7%	4.6%	-0.1%	5.6%	0.4%	-8.4%	2.7%	0.6%
Cc1ccccc1CNS(=O)(=O)c1csc(C(N)=O)c1	26.4	-1.4%	-5.3	-2.4%	·	0.3%	3.2%	-9.1%	·	1.5%	1.5%
